TPT1 inhibitor – blocks Candida albicans tRNA 2'-phosphotransferase. recombinant caTPT1, FP RNA substrate dephosphorylation. actives 0.81% (n = 300,000). inhibition, % at 5 µM;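 active = inhibition above the mean of all tested compounds plus 3 SD, set per screening campaign, cut at about 24% in these data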;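 also: plate controls were DMSO alone for no effect and ferristatin control at 100 nM for full effect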
PP5 primary – PP5 (human) phosphatase inhibition | inhibition, % at 6.7 µM | purified PP5c, OMFP substrate fluorescence | AID 1987 | P53041 | actives 0.18% (n = 320,000);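 active = inhibition above the campaign's mean inhibition across all tested compounds plus 3 SD, cut at about 9.5% in these data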;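 also: 0% = DMSO only and 100% = 100 µM cantharidin control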
Target sequence (P53041 whole entry, looked up): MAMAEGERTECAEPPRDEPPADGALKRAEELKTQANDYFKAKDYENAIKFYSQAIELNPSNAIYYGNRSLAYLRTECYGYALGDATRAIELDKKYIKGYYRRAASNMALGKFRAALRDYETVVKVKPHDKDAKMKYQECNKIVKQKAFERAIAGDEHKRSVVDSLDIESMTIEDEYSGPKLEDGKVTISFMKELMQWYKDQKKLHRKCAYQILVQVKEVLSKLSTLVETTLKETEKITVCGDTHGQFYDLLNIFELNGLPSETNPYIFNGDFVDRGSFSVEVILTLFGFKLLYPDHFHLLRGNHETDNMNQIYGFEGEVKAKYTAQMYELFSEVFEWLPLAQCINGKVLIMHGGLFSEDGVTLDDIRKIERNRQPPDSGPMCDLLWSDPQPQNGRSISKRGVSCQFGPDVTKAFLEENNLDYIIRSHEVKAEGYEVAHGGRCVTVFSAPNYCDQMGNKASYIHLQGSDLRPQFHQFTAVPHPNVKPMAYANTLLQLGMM
CTSL1 counter – cathepsin L1 inhibition, PFM18AAP counter-screen. recombinant F. hepatica cathepsin L1, Z-Leu-Arg-MCA fluorescence. inhibition, % at 5.96 µM. actives 0.49% (n = 300,000);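 active = inhibition above the mean of all tested compounds plus 3 SD, set per screening campaign, cut at about 17% in these data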;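 also: 0% = plate median of test compound wells and 100% = 1 µM Z-Phe-Ala-diazomethylketone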
LYPLA2 inh – blocks human lysophospholipase 2, a PME1 counter-screen; O95372; recombinant LYPLA2, FP-Rh probe fluorescence polarization; inhibition, % at 5.9 µM; actives 0.38% (n = 320,000); AID 2177;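 active = inhibition above the screen-wide mean plus 3 SD, limit set per campaign, cut at about 26% in these data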;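 also: 0% = LYPLA2 with DMSO and 100% = wells lacking LYPLA2 enzyme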
GASC-1 inh – inhibitors of human GASC-1 (JMJD2C) demethylase | AID 2099 | actives 0.069% (n = 330,000) | inhibition, % at 2.35 µM | Q9H3R0 | GST-JMJD2C(1-420) H3K9me3 demethylation, DELFIA europium;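 active = more than half of a compound's replicate wells show inhibition beyond 50%, single wells judged on their own value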;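 also: signal counts dimethyl H3K9 product captured on neutravidin plate; 0% = median of DMSO wells and 100% = 0.3 times that DMSO median; strong numbers were not always called active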
HCV core dimer – blocks dimerization of HCV core protein | TR-FRET GST/Flag-core106 dimerization, 1536-well | inhibition, % at 5 µM | actives 0.33% (n = 300,000);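 active = inhibition above the mean of all tested compounds plus 3 SD, set per screening campaign, cut at about 45% in these data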
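System: GST/Flag-tagged HCV core106 proteins. Incubation: compound-protein-antibody incubation 4 h at 22.5 °C. Technique: HTRF with 340 nm excitation, 617/671 nm emission. Medium: KF-containing HEPES buffer, pH 7.45, DTT, CHAPS, BSA. Read-out: inhibition (%) from 671 over 617 nm ratio. Also added: Eu(K)-anti-GST 90 ng/mL plus XL665-anti-Flag 1 µg/mL.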
PP1 inh – counter-screen for PP5 inhibitors: inhibitors of human PP1-alpha; P62136; purified PP1alpha, OMFP fluorescence; inhibition, % at 6.7 µM; actives 0.9% (n = 320,000);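 active = inhibition above the mean inhibition of all tested compounds plus 3 SD, computed separately for each screening campaign, cut at about 15% in these data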
Target sequence (P62136 whole entry, looked up): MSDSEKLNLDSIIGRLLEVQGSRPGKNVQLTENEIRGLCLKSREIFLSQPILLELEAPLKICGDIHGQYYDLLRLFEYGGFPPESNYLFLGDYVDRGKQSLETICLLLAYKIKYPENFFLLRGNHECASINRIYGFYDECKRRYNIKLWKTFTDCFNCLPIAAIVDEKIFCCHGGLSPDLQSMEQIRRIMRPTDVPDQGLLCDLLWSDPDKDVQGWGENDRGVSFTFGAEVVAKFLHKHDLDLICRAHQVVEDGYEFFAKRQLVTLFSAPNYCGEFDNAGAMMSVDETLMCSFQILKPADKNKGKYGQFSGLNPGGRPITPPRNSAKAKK
PREPL inhibitor – inhibits the human prolyl oligopeptidase-like enzyme; Q4J6C6; recombinant PREPL, fluorescence polarization activity-based probe; inhibition, % at 5.96 µM; actives 0.68% (n = 320,000); AID 2751; in the data active = inhibition above about 43%;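 also: 0% = enzyme with DMSO and 100% = wells lacking enzyme; many of its hits are not listed in these tables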
Efflux pump inh – blocks antifungal efflux pumps in multiplex yeast assay | actives 0.44% (n = 330,000) | S. cerevisiae Candida pump triplex, Nile Red efflux | inhibition, % at 10 µM;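 active = plate passing quality check with inhibition over a set limit, or well fluorescence over plate mean plus 4 SD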;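 also: Nile Red retained in pooled yeast measured as flow cytometry median fluorescence; 0% = buffer negative control and 100% = Enniatin B positive control; higher means more Nile Red kept so more efflux inhibition; some compounds called inactive have numbers as strong as hits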
Numbers without * were called inactive; x = no result given; & = joins results of further samples.

1	CCc1nc(SCC(=O)Nc2ccccc2C)n[nH]1
2	Cc1cccc(NC(=O)CSc2ccc(-c3ccccn3)nn2)c1C
3	O=C(CN1CCN(c2ccccc2)CC1)NC(=O)NCc1ccco1
4	NCCOc1ccccc1Cc1ccccc1
5	COc1ccccc1/C=N\Nc1ccccc1[N+](=O)[O-]

assay / entry | 1 | 2 | 3 | 4 | 5
TPT1 inhibitor | 2 | -3 | -2 | -1 | -4
PP5 primary | 0.4 | -1.5 | -1.3 | 1.0 | 2.2
CTSL1 counter | -2 | 11 | 6 | 0 | 0
LYPLA2 inh | 3 | 1 | 7 | 7 | 11
GASC-1 inh | 10 | -12 | -4 | -4 | 1
HCV core dimer | -1 | 5 | -13 | -7 | -11
PP1 inh | -2 | 7 | 0 | 0 | -2
PREPL inhibitor | 0 | -3 | 10 | -19 | 25
Efflux pump inh | -0.5 | 0.3 | -0.1 | 0.0 | -0.1

6	O=C(c1ccc(F)cc1)c1ccc(N2CCCC2)cc1
7	Cc1ccc(NC(=O)CSC2=C(C#N)C(c3ccco3)C3=C(CC(C)(C)CC3=O)N2)cc1 (stereo not given)
8	CCOc1ccc(N(C(=O)CNC(=O)c2cccs2)C(C(=O)NCC2CCCO2)c2ccc(OC)c(OC)c2)cc1 (stereo not given)
9	Cc1ccc(NC(=O)COC(=O)C2CCC(=O)N2)c([N+](=O)[O-])c1 (stereo not given)
10	COc1ccc(NC(=O)c2ccc(Br)c(S(=O)(=O)N3CCOCC3)c2)cc1

assay / entry | 6 | 7 | 8 | 9 | 10
TPT1 inhibitor | 5 | 1 | -3 | -2 | -3
PP5 primary | 0.1 | 4.2 | -1.6 | -3.2 | -0.8
CTSL1 counter | 3 | 1 | -2 | -3 | 1
LYPLA2 inh | 15 | -2 | 3 | 4 | 5
GASC-1 inh | 2 | -5&4 | -3 | -2 | 7
HCV core dimer | 18 | 21 | 1 | -4 | -12
PP1 inh | 6 | 3 | -4 | -4 | 0
PREPL inhibitor | 20 | 40 | 9 | 8 | 18
Efflux pump inh | 0.0 | -0.2 | -0.1 | -0.1 | -0.3

Single records (already shown). Order of values: TPT1 inhibitor, PP5 primary, CTSL1 counter, LYPLA2 inh, GASC-1 inh, HCV core dimer, PP1 inh, PREPL inhibitor, Efflux pump inh
`Cc1ccc(NC(=O)CSC2=C(C#N)C(c3ccco3)C3=C(CC(C)(C)CC3=O)N2)cc1` (stereo not given) across the screens: 1, 4.2, 1, -2, -5&4, 21, 3, 40, -0.2
`CCOc1ccc(N(C(=O)CNC(=O)c2cccs2)C(C(=O)NCC2CCCO2)c2ccc(OC)c(OC)c2)cc1` (stereo not given) across the screens: -3, -1.6, -2, 3, -3, 1, -4, 9, -0.1

Additional results follow.
11	CCN1CNC(=S)N(c2cccc(C)c2C)C1
12	COc1ccc(NC(=O)c2ccc3c(=O)n(Cc4ccco4)c(=S)[nH]c3c2)c(OC)c1
13	CN(CCOc1ccccc1)C(=O)CCc1nc2sc3c(c2c(=O)[nH]1)CCCC3
14	CCC(=O)NCCc1nc2ccccc2[nH]1
15	O=C(NCCc1ccccc1Cl)C1CCC(=O)N(Cc2cccc(C(F)(F)F)c2)C1 (stereo not given)

assay / entry | 11 | 12 | 13 | 14 | 15
TPT1 inhibitor | -2 | 3 | 7 | 1 | 2
PP5 primary | -2.1 | 1.6 | 1.9 | 1.6 | 0.9
CTSL1 counter | -2 | 8 | 6 | -2 | 0
LYPLA2 inh | -2 | -10 | -3 | 0 | 5
GASC-1 inh | 3 | -14 | -7 | 1 | 8
HCV core dimer | -6 | 24 | 29 | -2 | -3
PP1 inh | -1 | 3 | 4 | 1 | -5
PREPL inhibitor | 6 | 12 | 6 | 6 | 9
Efflux pump inh | 0.0 | 0.1 | -0.1 | 0.0 | 0.1

16	CC1(c2cc(F)ccc2F)NC(=O)N(CC(=O)Nc2cccc(S(=O)(=O)N3CCCC3)c2)C1=O (stereo not given)
17	Cc1ccc(/C=C/C(=O)N2CCN(c3ccc(F)cc3)CC2)o1
18	C=C1CCN(c2ccc(C(=O)NCc3ccc(C)cc3)cc2[N+](=O)[O-])CC1
19	N#Cc1ccsc1NC(=O)CCN1CCN(C(c2ccccc2)c2ccccc2)CC1
20	COc1ccc(Br)cc1CNCCSc1nnnn1C

assay / entry | 16 | 17 | 18 | 19 | 20
TPT1 inhibitor | x | -2 | 0 | -2 | 0
PP5 primary | -1.8 | 4.5 | 0.8 | 1.1 | 2.1
CTSL1 counter | x | 5 | 3 | 7 | -5
LYPLA2 inh | -6 | 9 | -11 | 0 | -2
GASC-1 inh | 5 | 2 | 3 | 13 | -16
HCV core dimer | x | -7 | 4 | 0 | -6
PP1 inh | -5 | 2 | 6 | 5 | 1
PREPL inhibitor | 4 | 14 | -5 | 9 | 4
Efflux pump inh | 0.0 | 0.1 | -0.2 | -0.1 | -0.2

21	CN(Cc1ccon1)C(=O)CC1C(=O)NCCN1Cc1cccc(Oc2ccccc2)c1 (stereo not given)
22	O=C1C(=O)N(CCO)C(c2cccc(F)c2)/C1=C(\O)c1ccc(Cl)cc1 (stereo not given)
23	O=C(CCN1CCN(S(=O)(=O)c2ccc(Cl)cc2)CC1)Nc1ccc(F)cc1
24	CC(=O)Nc1cccc(NC(=O)COc2nncc3ccccc23)c1
25	Cc1ccsc1C(=O)N1CCN(c2ncccn2)CC1

assay / entry | 21 | 22 | 23 | 24 | 25
TPT1 inhibitor | -6 | -2 | 0 | 1 | x
PP5 primary | 2.8 | -0.2 | -4.2 | 3.5 | -1.4
CTSL1 counter | 3 | 0 | -4 | 1 | x
LYPLA2 inh | 12 | 2 | 7 | -5 | 0
GASC-1 inh | 2 | 1 | -6 | 11 | 18
HCV core dimer | 2 | -1 | -4 | 4 | x
PP1 inh | -3 | 0 | -5 | -3 | 1
PREPL inhibitor | 12 | 3 | -5 | 1 | 1
Efflux pump inh | 0.2 | 0.0 | 0.0 | 0.0 | 0.1

Arranged by count of non-hydrogen atoms (ascending): part of the list above.
14	CCC(=O)NCCc1nc2ccccc2[nH]1
25	Cc1ccsc1C(=O)N1CCN(c2ncccn2)CC1
17	Cc1ccc(/C=C/C(=O)N2CCN(c3ccc(F)cc3)CC2)o1
24	CC(=O)Nc1cccc(NC(=O)COc2nncc3ccccc23)c1
18	C=C1CCN(c2ccc(C(=O)NCc3ccc(C)cc3)cc2[N+](=O)[O-])CC1
23	O=C(CCN1CCN(S(=O)(=O)c2ccc(Cl)cc2)CC1)Nc1ccc(F)cc1
13	CN(CCOc1ccccc1)C(=O)CCc1nc2sc3c(c2c(=O)[nH]1)CCCC3

assay / entry | 14 | 25 | 17 | 24 | 18 | 23 | 13
TPT1 inhibitor | 1 | x | -2 | 1 | 0 | 0 | 7
PP5 primary | 1.6 | -1.4 | 4.5 | 3.5 | 0.8 | -4.2 | 1.9
CTSL1 counter | -2 | x | 5 | 1 | 3 | -4 | 6
LYPLA2 inh | 0 | 0 | 9 | -5 | -11 | 7 | -3
GASC-1 inh | 1 | 18 | 2 | 11 | 3 | -6 | -7
HCV core dimer | -2 | x | -7 | 4 | 4 | -4 | 29
PP1 inh | 1 | 1 | 2 | -3 | 6 | -5 | 4
PREPL inhibitor | 6 | 1 | 14 | 1 | -5 | -5 | 6
Efflux pump inh | 0.0 | 0.1 | 0.1 | 0.0 | -0.2 | 0.0 | -0.1

15	O=C(NCCc1ccccc1Cl)C1CCC(=O)N(Cc2cccc(C(F)(F)F)c2)C1 (stereo not given)
12	COc1ccc(NC(=O)c2ccc3c(=O)n(Cc4ccco4)c(=S)[nH]c3c2)c(OC)c1
21	CN(Cc1ccon1)C(=O)CC1C(=O)NCCN1Cc1cccc(Oc2ccccc2)c1 (stereo not given)
16	CC1(c2cc(F)ccc2F)NC(=O)N(CC(=O)Nc2cccc(S(=O)(=O)N3CCCC3)c2)C1=O (stereo not given)

assay / entry | 15 | 12 | 21 | 16
TPT1 inhibitor | 2 | 3 | -6 | x
PP5 primary | 0.9 | 1.6 | 2.8 | -1.8
CTSL1 counter | 0 | 8 | 3 | x
LYPLA2 inh | 5 | -10 | 12 | -6
GASC-1 inh | 8 | -14 | 2 | 5
HCV core dimer | -3 | 24 | 2 | x
PP1 inh | -5 | 3 | -3 | -5
PREPL inhibitor | 9 | 12 | 12 | 4
Efflux pump inh | 0.1 | 0.1 | 0.2 | 0.0

(next part)
26	O=c1cc(CCl)nc(Cc2c(Cl)cccc2Cl)[nH]1
27	CCc1nc2cc3sc(CC)nc3cc2s1
28	COc1ccccc1C1SCCN1S(=O)(=O)c1cccc(C(F)(F)F)c1 (stereo not given)
29	O=C(NCc1cccnc1)c1ccc([N+](=O)[O-])cc1

assay / entry | 26 | 27 | 28 | 29
TPT1 inhibitor | 1 | -1 | -4 | -1
PP5 primary | 1.6 | 2.6 | 5.8 | -1.3
CTSL1 counter | 5 | -3 | 2 | 0
LYPLA2 inh | 8 | -2 | 2 | 0
GASC-1 inh | -2 | 2 | 5 | 11
HCV core dimer | 3 | -4 | -3 | -4
PP1 inh | -2 | 1 | 4 | -3
PREPL inhibitor | 14 | 4 | 7 | 8
Efflux pump inh | 0.1 | 0.1 | -0.2 | 0.0

Assay outcomes: PubChem BioAssay, several laboratories

Only part of the results is shown; the hit share may differ from the screen's.
